# TAAR1 agonist – agonists of human TAAR1; Q96RJ0; CHO RD-HGA16 TAAR1, Fluo-8 calcium fluorescence; vehicle wells 0%, saturating PEA agonist 100%; activation, % at 3 µM; 360,000 tested, 0.99% active;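 active means activation above the mean activation of all test compounds in the run plus 3 SD, cut at about 38% in these data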
# Target sequence (Q96RJ0 whole entry, looked up): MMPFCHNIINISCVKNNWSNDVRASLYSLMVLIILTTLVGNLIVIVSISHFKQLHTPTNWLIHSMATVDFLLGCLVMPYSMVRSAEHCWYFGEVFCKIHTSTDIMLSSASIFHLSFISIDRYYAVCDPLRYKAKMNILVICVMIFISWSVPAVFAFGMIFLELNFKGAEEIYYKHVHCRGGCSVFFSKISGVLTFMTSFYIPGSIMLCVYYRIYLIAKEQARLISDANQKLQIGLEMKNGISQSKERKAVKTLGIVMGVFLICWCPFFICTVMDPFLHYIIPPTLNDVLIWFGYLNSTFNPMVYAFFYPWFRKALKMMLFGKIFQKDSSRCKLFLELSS
#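 Test system: RD-HGA16 (CHO) cells co-expressing Gα16 and hTAAR1 / Benchmarks: DMSO vehicle as 0%, PEA at EC100 as 100% / Repeats: no replicates (n 1) / Measure: % activation from peak over basal fluorescence ratio, DMSO-to-PEA scaled / Timing: 17-24 h plating, Fluo-8 75 min 37 °C, 30 min RT / Technique: kinetic Fluo-8 calcium fluorescence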
# CRFR2-BP antag – antagonists of CRF-binding protein/CRF-R2 receptor complex; HEK293 CRF-R2/CRF-BP, CRF-induced calcium fluorescence; inhibition, % at 11.8 µM; 350,000 tested, 0.59% active;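 active means inhibition of the ligand-induced calcium signal above about 50% at the single tested concentration, limit read from the data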
# M4 PAM – CHRM4 positive allosteric modulation | AID 624126 | CHO-K1 hM4/Gqi5, Fluo-8 calcium fluorescence, ACh EC20; 0% = ACh EC20, 100% = maximal ACh | activation, % at 3 µM | 360,000 tested, 0.4% active;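 active means activation above its plate's cutoff, the mean activation of sample wells plus 3 SD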; further: some results filed as inactive read as strong as hits
# CHRM5 agonist – agonists of human muscarinic M5 receptor (CHRM5) | activation, % at 3 µM | CHO-K1 hM5 cells, Fluo-8 calcium fluorescence; 0% DMSO wells, 100% maximal acetylcholine response | 360,000 tested, 0.19% active;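 active means activation above the run's mean over test compounds plus 3 SD, cut at about 23% in these data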;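 further: signal is peak over basal fluorescence ratio across the kinetic read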
# Target sequence (P08912 whole entry, looked up): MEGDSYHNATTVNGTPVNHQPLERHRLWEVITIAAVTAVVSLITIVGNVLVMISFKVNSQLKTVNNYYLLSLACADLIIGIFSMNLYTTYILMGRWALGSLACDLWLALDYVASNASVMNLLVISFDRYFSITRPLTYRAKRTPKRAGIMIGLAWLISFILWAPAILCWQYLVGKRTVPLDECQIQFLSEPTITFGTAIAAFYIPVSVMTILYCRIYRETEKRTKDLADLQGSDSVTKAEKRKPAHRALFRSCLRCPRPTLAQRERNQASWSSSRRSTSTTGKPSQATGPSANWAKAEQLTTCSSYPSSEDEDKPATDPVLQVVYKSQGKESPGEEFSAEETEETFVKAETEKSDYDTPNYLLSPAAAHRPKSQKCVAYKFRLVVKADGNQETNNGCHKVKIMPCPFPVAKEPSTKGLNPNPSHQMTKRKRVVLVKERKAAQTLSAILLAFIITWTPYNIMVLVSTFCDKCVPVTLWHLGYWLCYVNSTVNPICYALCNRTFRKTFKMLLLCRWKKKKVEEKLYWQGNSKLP
# CRFR2-BP ag – agonists of human CRF-binding protein/CRF-R2 receptor complex. HEK293 CRF-R2/CRF-BP, calcium dye fluorescence (FLIPR); percent of saturating CRF peptide response. activation, % at 13.2 µM. 350,000 tested, 0.46% active. AID 588473;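 active means activation of at least 50%, plus an integration ratio under a set limit after plate pattern correction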;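 further: plate controls were neutral control wells without compound for no effect and CRF at EC100 for full effect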
# CHRM5 PAM – potentiates acetylcholine response at human M5 receptor; P08912; CHO-K1 hM5, Fluo-8 calcium, ACh EC20 PAM; 0% = ACh EC20, 100% = ACh EC100; activation, % at 3 µM; 360,000 tested, 0.3% active;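 active means activation above the run cutoff, the mean activation of all test compounds plus 3 SD, cut at about 18% in these data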
#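 Replicates: One well per compound, no replicates | System: Human M5 receptor in CHO-K1 cells | Benchmarks: Low control EC20 acetylcholine (0%), high control EC100 acetylcholine (100%) | Probe or stimulus: Acetylcholine, EC20 level | Times: Fluo-8 loading 80 min at 37 °C plus 30 min room temperature | Signal: Intracellular calcium via Fluo-8 fluorescence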
# M5 antag – antagonists of human muscarinic M5 receptor (CHRM5); P08912; CHO-hM5 cells, Fluo-8 calcium fluorescence, ACh EC80; inhibition, % at 3 µM; 360,000 tested, 0.59% active; AID 624040;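 active means inhibition above a per-plate cutoff, the mean of that plate's test compounds plus 3 SD, cut at about 27% in these data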;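 further: 0% = acetylcholine EC80 with DMSO and 100% = DMSO without agonist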
# TAAR1 antag – antagonists of human TAAR1; Q96RJ0; CHO RD-HGA16 TAAR1, Fluo-8 calcium fluorescence, antagonist; inhibition, % at 3 µM; 360,000 tested, 1.5% active; AID 624466;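 active means inhibition above a per-plate cutoff, the mean inhibition of test compounds on that plate plus 3 SD, cut at about 49% in these data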;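 further: 0% = DMSO plus EC80 beta-PEA response and 100% = DMSO alone without agonist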
#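 Assay system: RD-HGA16 CHO cells with stable hTAAR1 and Gα16 / Reagent: EC80 β-phenethylamine stimulus / Doses: 3 µM, single point / Timing: dye loading 75 min at 37 °C, then 30 min room temperature / Measured by: Fluo-8 intracellular calcium dye fluorescence, real-time kinetic reads / Controls: vehicle wells and EC80 agonist wells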
# CHO-K1 Ca PAM – nonselective activator or artifact in parental CHO-K1 calcium assay. activation, % at 3 µM. AID 602247. ATP EC20, Fluo-8 calcium fluorescence; 0% at ATP EC20, 100% at ATP max. 360,000 tested, 0.02% active;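 active means activation above the run cutoff, the mean activation of all test compounds plus 3 SD, cut at about 40% in these data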;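 further: peak over basal fluorescence ratio in a 140 s read after ATP addition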
# * hit, by the source's call; nt = no result given.
SMILES,TAAR1 agonist,CRFR2-BP antag,M4 PAM,CHRM5 agonist,CRFR2-BP ag,CHRM5 PAM,M5 antag,TAAR1 antag,CHO-K1 Ca PAM
O=C(O)C1CCCCN1C(=O)c1ccc(S(=O)(=O)N2CCCCCC2)cc1 (stereo unspecified),-2,-7,9,5,3.2,0,4,3,9
Cc1nc2ccccc2c(=O)n1/N=C/c1c(O)ccc2ccccc12,9,-25,5,0,4.2,-4,9,18,6
CC1Cc2ccccc2N1C(=O)CSc1nnc2n1C(C)(C)Cc1ccccc1-2 (stereo unspecified),14,-4,-16,-2,-1.5,-15,8,16,7
O=C(Nc1cccc(C(=O)O)c1)/C(=C\c1ccccc1)NC(=O)c1ccc(Br)o1,2,12,2,-1,-1.8,-2,-3,-21,-1
Cn1c(=O)c2c(nc(N3CCNCC3)n2Cc2ccccc2Cl)n(C)c1=O,1,0,6,-8,4.5,-2,-4,-12,10
CCOCC(=O)Nc1ccccc1C(=O)N1CCOCC1,5,3,-5,0,-1.0,0,0,-4,18
CCOc1ccccc1NC(=O)CSc1nnc(Cc2ccc(OC)cc2)c(=O)n1N,-1,6,-3,0,-0.3,-10,14,13,-5
O=C(OC1CCOC1=O)c1ccc(N2CCCC2)c([N+](=O)[O-])c1 (stereo unspecified),3,-7,-4,-4,0.0,-1,13,-28,2
CN(C)CCOC(=O)c1ccc(COc2ccccc2Br)o1,3,-4,-3,-8,0.6,-5,8,2,-19
CCOC(=O)CSc1cc(CS(=O)(=O)c2ccccc2)nc(-c2ccccc2)n1,7,-8,5,-2,1.5,-2,-12,36,6
Cc1ccc(SCC(=O)N2CCCC2)cc1,5,8,1,-7,1.1,19*,-3,-30,-7
O=C(O)c1cccc(C(=O)c2cccc(C(=O)O)c2)c1,2,6,5,-3,-0.7,-1,-1,7,24
CCOc1ccc(OCCC(=O)OCC(=O)NCc2ccc(Cl)cc2)cc1,-1,0,1,-3,-0.3,-11,-1,-36,-9
O=C(NCc1ccccc1)C1c2ccccc2OCC(=O)N1Cc1ccco1 (stereo unspecified),0,nt,4,2,nt,-3,3,2,14
O=C(NCCc1ccccc1)C1CCC(=O)N(Cc2ccc(Cl)cc2)C1 (stereo unspecified),4,-8,-2,-4,-1.5,0,10,-7,11
N#Cc1c(C(F)(F)F)cc(-c2ccc(Cl)c(Cl)c2)nc1SCCN1CCOCC1,nt,-134,5,-1,16,-7,4,nt,3
Cc1ccc(/C=N/n2c(-c3cccnc3)n[nH]c2=S)s1,-2,10,2,0,-3.4,-5,6,-12,8
Cc1cccc2c(=O)n3c(nc12)CCCCC3,8,0,9,-12,1.0,-4,-1,-21,12
O=C(N/N=C\c1cn[nH]c1-c1ccccc1)c1ccc([N+](=O)[O-])cc1,2,16,4,-2,-1.1,-6,3,-3,14
Cc1ccc(N(CC(=O)NC(C)C)C(=O)CCC(=O)Nc2ccccn2)cc1,0,12,0,-3,3.7,-4,6,10,8
Cc1ccc(-c2ccc(=O)n(Cc3cc(C)ccc3C)n2)cc1,3,123*,1,-5,4.6,6,-4,3,11
CCOc1ccc(CCNC(=O)COC(=O)CCC(=O)c2cccs2)cc1OCC,0,3,8,-4,-0.7,4,2,-13,8
COc1cccc(C(=O)NCCS(=O)(=O)N2CCc3ccccc3C2)c1,1,-10,1,3,-0.6,-3,6,-18,2
Cc1cc(C)nc(SCCc2ccncc2)n1,0,26,5,-1,0.4,-7,2,-3,14
O=C(c1ccoc1)N1CCCC(Nc2ccc(F)c(F)c2)C1 (stereo unspecified),1,10,-3,-3,0.1,-1,8,-14,-17
CC1=C(C(=O)N2CCOCC2)C(c2cccc3ccccc23)NC(=S)N1 (stereo unspecified),2,10,-4,3,0.6,1,-3,-2,21
COCCSc1nnc(NC(=O)Cc2ccccc2OC)s1,0,3,9,-1,0.3,0,3,-6,21
CC1C/C(=C/c2cccn2C)C(=O)/C(=C/c2cccn2C)C1 (stereo unspecified),67*,-184,2,2,128*,-6,4,76*,7
NC(=O)CSc1nc(O)cc(=O)n1-c1ccccc1,0,19,17*,-1,-2.8,1,2,-13,15
O=C(OCC(=O)N1CCCCCC1)c1ccc[nH]c1=O,19,7,6,3,-2.0,1,-7,-19,9

# Among those listed so far, three contain two or more sulfur atoms.
SMILES,TAAR1 agonist,CRFR2-BP antag,M4 PAM,CHRM5 agonist,CRFR2-BP ag,CHRM5 PAM,M5 antag,TAAR1 antag,CHO-K1 Ca PAM
CCOC(=O)CSc1cc(CS(=O)(=O)c2ccccc2)nc(-c2ccccc2)n1,7,-8,5,-2,1.5,-2,-12,36,6
Cc1ccc(/C=N/n2c(-c3cccnc3)n[nH]c2=S)s1,-2,10,2,0,-3.4,-5,6,-12,8
COCCSc1nnc(NC(=O)Cc2ccccc2OC)s1,0,3,9,-1,0.3,0,3,-6,21

# (more compounds)
SMILES,TAAR1 agonist,CRFR2-BP antag,M4 PAM,CHRM5 agonist,CRFR2-BP ag,CHRM5 PAM,M5 antag,TAAR1 antag,CHO-K1 Ca PAM
N#CC(C(=O)Nc1ccccc1)=C1CCCCC1,5,-6,0,0,-0.1,0,-1,-5,8
O=C(CC(=O)Nc1ccccc1)Nc1ccccc1,2,-3,-14,1,-0.7,-5,6,-30,-22
Nc1ccccc1C(=O)N1CCc2ccccc21,-1,0,3,-2,-0.2,0,8,-10,14
O=C1c2cccc3c(O)ccc(c23)C(=O)N1c1ccc(Cl)cc1,235*,-140,-23,33*,202,-20,12,59*,-20
Cc1ccc(S(=O)(=O)N(C)CCCC(=O)n2nc(C)cc2C)cc1,4,11,2,-2,-0.6,-8,0,2,16
CCCn1c(CNC(=O)c2ccccc2)nc2ccccc21,1,5,-1,3,0.2,3,-3,5,22
NC(=O)C1CCN(c2nc(-c3cccc(N)c3)cs2)CC1,12,-10,4,1,-0.1,3,6,15,11
C#CCCOC(=O)Nc1ccccc1,-1,-2,3,-4,-0.4,0,3,-5,3
COc1ccc(C(=S)N2CCCC2)cc1OC,7,-30,-1,-4,2.2,3,-1,-7,20
O=C(Cc1ccccc1)Nc1ccccc1N1CCCC1,8,-15,1,-9,0.5,3,0,-19,11
CCCC1Oc2ccccc2C(=O)N(CC(=O)c2ccc3c(c2)OCCO3)C1=O (stereo unspecified),5,7,-1,-5,3.6,-7,22,2,0
COc1ccc(-c2cc(C(=O)NCc3cn(C)nc3C)c3ccccc3n2)cc1OC,11,30,-11,0,-0.7,-10,-8,8,6
CC1CN(S(=O)(=O)c2ccc(Cl)c(C(F)(F)F)c2)CC(C)O1 (stereo unspecified),1,0,4,-1,-1.1,-4,-1,3,19
CC(C)[C@H](NC(=O)Nc1ccc2c(c1)OCCO2)C(=O)O,8,-1,0,0,-0.1,3,-4,-4,3
CC(=O)O[C@@H]1[C@H]2[C@@H](C[C@@H](C)[C@@H]3C=CC(=O)[C@@]13C)OC(=O)[C@@H]2C,5,3,2,3,-0.1,8,4,3,7
COc1ccc(-c2cn3nc(SCC(=O)NC4CCCCC4)ccc3n2)cc1,1,9,4,-3,-0.9,5,-4,1,-3
O=C(CSc1nc2c(c(=O)n1-c1ccc(F)cc1)SCC2)NCC1CCCO1 (stereo unspecified),2,2,9,-1,0.0,0,4,-31,13
COc1ccc(Cn2c(=O)[nH]c3cc(C(=O)NCCc4ccc(S(N)(=O)=O)cc4)ccc3c2=O)cc1,13,-10,0,0,1.2,1,4,2,21
CCc1ccc(S(=O)(=O)NC(=S)NC2CCCCC2)cc1,1,36,5,-3,-3.7,-2,4,-16,-12
COc1ccc(OC)c(NC(=O)Nc2nnc(N3CCC(C)CC3)s2)c1,0,-24,-2,0,3.4,-5,1,-22,-8
COc1ccccc1CNC(=O)c1ccc2nc3[nH]c4ccccc4c3nc2c1,1,11,-26,-4,0.7,-16,1,31,25
C/C(CC(=O)Nc1cccc(Cl)c1Cl)=N\NC(=O)C(=O)NC1CCCCC1,-3,-5,-3,1,0.2,-4,0,5,14
COc1ccc(C(=O)/C=C\N2CCOCC2)cc1,16,9,2,2,-0.3,1,-6,-5,24
Cc1ccc(Cl)c(OCC(=O)NCC(c2cccs2)N2CCOCC2)c1 (stereo unspecified),11,-3,-4,3,0.9,-24,9,25,7
COc1ccc(OCCCC(=O)N(C)CC(=O)Nc2c(C)cccc2C)cc1,0,12,5,1,-2.8,0,2,-6,-9
COc1cccc(CC(=O)Nc2ccc3c(c2)c(=O)n(C)n3-c2ccc(C(C)(C)C)cc2)c1,0,nt,9,1,nt,6,19,-16,8
Cn1c(=O)n(C)c2cc(/C=N/N=C3/NC(=O)C(CC(=O)O)S3)ccc21 (stereo unspecified),10,11,0,-2,1.1,4,-8,-15,-8
CC1(C(=O)NCc2ccccc2)CN(S(C)(=O)=O)CC(=O)N1CCc1c[nH]c2ccccc12 (stereo unspecified),2,nt,-3,4,nt,-8,4,1,nt
Cn1c(-[n+]2c(-c3ccccc3)cc(-c3ccccc3)cc2-c2ccccc2)nc2c([N+](=O)[O-])cccc21,3,-5,3,-1,5.3,-6,4,-13,-13
O=C(O)c1ccc(NC(=O)c2cc3ccccc3o2)cc1,13,-10,-2,1,0.3,4,6,1,-15
S=C(Nc1ccc2[nH]ccc2c1)NC1CCCCC1,1,-5,-10,-1,2.3,0,1,-20,16
O=C(NCC1CCCO1)c1ccc(NS(=O)(=O)c2cccs2)cc1 (stereo unspecified),2,-2,-8,-3,1.3,-4,5,-15,-1
CC(C)(C)c1ccccc1OCC(=O)NCCCn1ccnc1,6,9,4,-6,-0.4,8,-5,5,11
CSCC[C@H](NC(=O)c1ccco1)c1nnc2ccccn12,2,10,-1,-4,-0.2,1,-2,-9,9
CCN=C1SC(C(=O)Nc2ccc(OCC)cc2)CC(=O)N1CC (stereo unspecified),24,-1,-14,6,-1.4,-12,7,47,8
CC(=O)C(Sc1ccc2nnc(-c3ccc(F)cc3)n2n1)C(C)=O,-1,0,2,2,-1.8,-4,1,5,-7
CCCCNS(=O)(=O)c1ccc2nc(SCC(=O)c3ccccc3OC)[nH]c2c1,24,-64,-10,2,-0.7,-14,9,40,12
COCCc1nc2ccc(C(=O)N(C)Cc3cccc(-n4cccn4)c3)cc2o1,3,-5,-5,0,0.6,-9,13,-10,-13
Cc1noc(C)c1COc1ccc(C(=O)N2CCCC(C(N)=O)C2)cc1 (stereo unspecified),8,-10,-2,-2,0.9,-2,6,-20,6

# Screening data from PubChem.

# The order is random (roughly 4.2% active in at least one column).
